proCasp7 act: counter-screen: procaspase-7 (human) activation; recombinant procaspase-7, Ac-DEVD-pNA absorbance 405 nm; D23A/D198A/D206A triple mutant, cannot self-cleave; scale: DMSO 0, 5 µM enzyme 100; activation, % at 8.5 µM; AID 463210; P55210; 0.093% of 330,000 active;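 active = percent activation above the screen-wide mean plus 3 SD, cut at about 25% in these data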
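buffer or medium = Zinc-free HEPES/NaCl buffer, pH 7.4 | material = Procaspase-7 triple mutant (PC-7 D3A) | input = 2 µM procaspase-7 mutant as dispensed | signal = Epi-absorbance of released pNA at 405 nm, two timepoints | timing = 1 h preincubation, 2 h reaction | replicates = singlicate compound testing | evaluation = % activation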
Yeast superoxide: yeast age-related superoxide inhibition as caloric restriction mimetic; S. cerevisiae aged cells, superoxide DHE fluorescence; active compounds read low; superoxide response (% of plate mean), % at 10 µM; 0.18% of 330,000 active;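 active = superoxide response under a set limit, about three screen SD below normal, cut at about 65% in these data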;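 note: yeast aged for seven days with compound at 30 °C before DHE staining; 100% = average MFI of all compound-treated wells on the plate with controls excluded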
JMJD2C inh: blocks human GASC-1 demethylase activity. Q9H3R0. GST-JMJD2C(1-420) H3K9me3 demethylation, DELFIA europium. inhibition, % at 2.35 µM. 0.069% of 330,000 active. AID 2099;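 active = more than half of a compound's replicate wells show inhibition beyond 50%, single wells judged on their own value; inconclusive = some, but no more than half, of replicates pass 50% inhibition; inactive = no replicate passes 50% inhibition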;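 note: signal counts dimethyl H3K9 product captured on neutravidin plate; 0% = median of DMSO wells and 100% = 0.3 times that DMSO median; strong numbers were not always called active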
AHR activator: activators of human aryl hydrocarbon receptor; P35869; activation, % at 5 µM; 2.5% of 320,000 active; AHR-responsive luciferase reporter cells, luminescence; in the data active = activation above about 47%;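 note: 0% = vehicle wells and 100% = reference agonist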
Target sequence (P35869 whole entry, looked up): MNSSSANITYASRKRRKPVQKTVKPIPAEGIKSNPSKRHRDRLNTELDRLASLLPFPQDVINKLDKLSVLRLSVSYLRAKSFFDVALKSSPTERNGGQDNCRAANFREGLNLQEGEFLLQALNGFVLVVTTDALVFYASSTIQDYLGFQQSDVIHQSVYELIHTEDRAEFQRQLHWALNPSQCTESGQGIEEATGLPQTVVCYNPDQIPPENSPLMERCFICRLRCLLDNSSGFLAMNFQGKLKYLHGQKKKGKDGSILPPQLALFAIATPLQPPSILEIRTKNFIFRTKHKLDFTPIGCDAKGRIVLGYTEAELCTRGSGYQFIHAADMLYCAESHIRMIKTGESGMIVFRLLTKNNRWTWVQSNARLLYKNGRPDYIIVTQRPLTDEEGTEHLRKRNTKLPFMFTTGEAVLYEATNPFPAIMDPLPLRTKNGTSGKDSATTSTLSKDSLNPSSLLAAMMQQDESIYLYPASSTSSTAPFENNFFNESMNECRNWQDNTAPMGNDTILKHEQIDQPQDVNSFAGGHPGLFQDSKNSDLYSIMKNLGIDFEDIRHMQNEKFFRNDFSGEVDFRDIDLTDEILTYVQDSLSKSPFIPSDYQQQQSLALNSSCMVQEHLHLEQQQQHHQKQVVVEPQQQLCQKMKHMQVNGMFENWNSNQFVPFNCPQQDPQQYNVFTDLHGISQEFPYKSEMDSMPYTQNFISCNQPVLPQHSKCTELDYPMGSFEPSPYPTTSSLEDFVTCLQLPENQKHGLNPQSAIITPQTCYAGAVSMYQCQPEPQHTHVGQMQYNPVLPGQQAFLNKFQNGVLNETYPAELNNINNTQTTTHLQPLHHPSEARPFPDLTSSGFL
RPL19A TOR yeast: yeast TOR pathway RPL19A-GFP modulation. S. cerevisiae RPL19A-GFP strain, flow cytometry, 3 h; active compounds read low. percent response vs DMSO, % at 10 µM. 0.3% of 330,000 active. AID 2025;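 active = percent response vs DMSO below 50%; inconclusive = fewer than 70 events counted for the yeast strain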;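 note: median channel GFP fluorescence of the barcoded RPL19A-GFP strain; ratio of sample median GFP to plate DMSO average so 100% = DMSO; lower means less RPL19A-GFP as with rapamycin TOR inhibition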
MEP2 TOR yeast: modulators of TOR pathway MEP2-GFP in S. cerevisiae | S. cerevisiae MEP2-GFP strain, flow cytometry GFP, 3 h; 100% = DMSO control level | GFP response vs DMSO, % at 10 µM | 0.51% of 330,000 active | AID 2016;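 active = GFP response versus DMSO above a set limit, roughly screen mean plus 3 SD, cut at about 180% in these data; inconclusive = fewer than 70 cells counted for a yeast strain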;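 note: median GFP fluorescence of the barcode-gated MEP2-GFP cells per well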
procasp3 activ: activators of human procaspase-3. activation, % at 8.5 µM. P42574. recombinant procaspase-3 D3A, Ac-DEVD-pNA absorbance 405 nm. 0.11% of 330,000 active;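 active = activation above the mean of all tested compounds plus 3 SD, cut at about 21% in these data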;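 note: 0% = DMSO alone and 100% = DMSO wells spiked with extra 5 µM PC-3 D3A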
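Technique: 405 nm absorbance of p-nitroaniline, reads at 0 and 120 min; Test system: Procaspase-3 D3A mutant; Incubation: 1 h enzyme-compound preincubation, then 2 h substrate reaction, 25 °C; Repeats: singlicate, each compound tested once; Benchmarks: low control DMSO wells, high control DMSO plus 5 µM PC-3 D3A.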
LAP4 TOR yeast: alters LAP4-GFP fluorescence in TOR pathway yeast screen | S. cerevisiae LAP4-GFP multiplex, flow cytometry GFP, 3 h; median GFP as percent of DMSO wells | GFP response vs DMSO, % at 10 µM | 0.34% of 320,000 active | AID 2023;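 active = GFP response vs DMSO above a set limit, about the screen mean plus 3 SD, cut at about 150% in these data; inconclusive = under 70 cell events counted for the yeast strain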
An asterisk follows results filed as active; ? = inconclusive; · = not tested or not shown; & = joins results of further samples; [ ] = another dose, or the depositor's remark.

Values run as follows: proCasp7 act, Yeast superoxide, JMJD2C inh, AHR activator, RPL19A TOR yeast, MEP2 TOR yeast, procasp3 activ, LAP4 TOR yeast
> CCOC(=O)c1c(NC(=O)CSc2nnc(C)c(=O)[nH]2)sc(C)c1-c1ccc(C)cc1
 : -2, 91, -5, 0, 97, 95, 13, 102
> CC1CCCCN1C(=O)c1ccccc1NC(=O)c1ccco1 (stereo unspecified)
 : 5, 87, -3, 2, 97, 101, 6, 92
> Cn1c(=O)c2c(nc(Cl)n2Cc2ccncc2)n(C)c1=O
 : 6, 97, -3, -1, 100, 104, 11, 101
> CCc1ccc(C(=O)Nn2c(C)nc3ccccc3c2=O)cc1
 : 4, 103, -7, 20, 102, 100, 2, 89
> O=C(CNC(=O)c1ccccc1)OCCCOC(=O)CNC(=O)c1ccccc1
 : 6, 107, 8, 2, 89, 124, 3, 127
> NC(=S)c1cc2cc(Cl)ccc2oc1=O
 : -15, 104, 23, 1, 93, 95, -20, 103
> Cc1cccc(NC(=O)COc2coc(CN3CCN(Cc4ccccc4)CC3)cc2=O)c1
 : -7, 112, 0, 0, 96, 97, -3, 105
> CCN(CC)CC1C(=O)N(c2ccc(OC)cc2)C1c1ccccc1 (stereo unspecified)
 : -3, 109, -5, 2, 96, 96, 4, 106
> COCCNC(=O)CCCn1c(=O)c2cc(OC)c(OC)cc2n(CC(=O)Nc2ccccc2OC)c1=O
 : 1, 92, 5, 0, 105, 106, 2, 99
> O=C(CSc1nnnn1C1CCCC1)c1ccc2c(c1)OCCO2
 : 4, 100, 7, 3, 100, 100, -2, 101
> CC1CCCCN1C(=O)CSc1nc2ncccc2[nH]1 (stereo unspecified)
 : 1, 93, 34, 5, 103, 115, 5, 101
> COc1ccccc1/C=C/C(=O)Nc1ccc(S(=O)(=O)Nc2cc(C)on2)cc1
 : 2, 93, 1, 5, 99, 100, -2, 105
> CCc1ccc(OCC(=O)N/N=C/c2cc([N+](=O)[O-])ccc2N2CCCCCC2)cc1
 : 5, 90, 2, -1, 103, 110, -3, 111
> CCN(CC)S(=O)(=O)c1ccc(-c2csc(C)n2)s1
 : 6, 88, 18, 4, 96, 87, -2, 101
> O=C(CCC(=O)N(c1cccc(F)c1)C(C(=O)NC1CCCC1)c1ccncc1)Nc1cccnc1 (stereo unspecified)
 : -10, 116, 5&6, 7, 99, 93, 4, 95
> COc1ccccc1-c1nnc(SCC(=O)Nc2ccc(Cl)cc2Cl)o1
 : 8, 99, 1&-4, 57*, 95, 99, -6, 103
> CCNc1nc(NCC)n2c(SC(C(=O)Nc3cc(Cl)cc(Cl)c3)c3ccccc3)nnc2n1 (stereo unspecified)
 : 2, 98, -1, 0, 104, 110, -3, 94
> O=C(CSCc1c(Cl)cccc1Cl)Nc1ccccc1-c1ccccc1
 : 11, 104, 10, 0, 96, 102, 1, 98
> CCOc1ccccc1Cn1c(=O)sc2ccccc21
 : 10, 99, 4, 1, 103, 114, 0, 87
> COc1ccc(C2CC(c3ccc(Br)cc3)=NN2C(=O)CSC2=NCCS2)cc1 (stereo unspecified)
 : 7, 99, -3, 1, 103, 97, 8, 90
> CC(C)Sc1nnc(NC(=O)c2ccc3c(c2)OCO3)s1
 : 1, 120, -1, 110*, 95, 95, -5, 90
> COc1ccc(-c2onc3ccc(C(C)=O)cc23)cc1
 : 69*, 137, -5, 32, 102, 105, 103*, 98
> CC(C)(C)NC(=O)NC(=O)CN1CCCCC1
 : 9, 92, 62, 1, 97, 96, 1, 97
> CC(=O)CSc1ccc(S(=O)(=O)N2CCN(C)CC2)cn1
 : -7, 92, 9, 0, 101, 103, -1, 103
> COc1ccc(C(=O)CCC(=O)NCCc2c[nH]c3ccccc23)cc1OC
 : 8, 103, 3, 19, 111, 111, -2, 98
> CCN1C(=O)/C(=C/C=C2/SCCN2C)SC1=S
 : -10, 101, 16, -6, 96, 94, -1, 94
> O=C(O)c1cccnc1Cl
 : -5, 84, -6, 12, 107, 101, -1, 96
> O=C(COC(=O)c1cccnc1Cl)Nc1cc(S(=O)(=O)N2CCCCC2)ccc1Cl
 : 6, 94, -5, -1, 106, 101, 9, 88
> CCC(=O)Nc1ccc2nc3c(=O)[nH]c(=S)[nH]c3nc2c1
 : -6, 72, -3, 1, 102, 100, -15, 95
> CC(=O)N1CCOc2ccc(S(=O)(=O)N3CCC(C(=O)Nc4ccc(C)cc4)CC3)cc21
 : -3, 84, 0, 3, 98, 84, 2, 85
> CN(Cc1cccc(F)c1)C(=O)CN1C(=O)NC2(CCc3ccccc32)C1=O (stereo unspecified)
 : -6, 94, 6, 4, 96, 104, -2, 98
> CCOC(=O)C(/C(N)=N/C(=O)Nc1ccccc1)=C(\C)O
 : 2, 98, 1, -2, 96, 98, -8, 119
> CN1C(=O)C(C)(C)c2cc(S(=O)(=O)N3CCCC3C(=O)NCc3ccc(F)cc3)ccc21 (stereo unspecified)
 : -4, 85, ·, 0, 95, 96, 3, 95
> CCN(CC)CCNC(=S)N1CCn2c(nc3ccccc32)C1
 : 11, 97, 15, 1, 100, 97, -1, 104
> CN1CCN(C(=O)c2ccccc2-c2nc(-c3ccc(Cl)cc3)no2)CC1
 : 3, 90, 11, 15, 97, 101, 11, 100
> CCCCOP(=O)(OCCCC)C(Nc1ccccc1)c1ccc2c(c1)OCO2 (stereo unspecified)
 : 2, 81, -2, 0, 97, 102, -13, 99
> COc1ccc(N2CCN(Cc3cc(=O)oc4ccc(C)cc34)CC2)cc1
 : 8, 94, -5, -4, 96, 103, 5, 101
> O=C(COC(=O)CCc1c[nH]c2ccccc12)Nc1ccc([N+](=O)[O-])cc1
 : 13, 110, 1, 2, 102, 109, 14, 95
> Cc1ccsc1/C=C1/SC(=O)N(CC(=O)N2CCCC2)C1=O
 : -9, 87, 0, 0, 105, 104, -8, 100
> Cn1c(SCC(=O)N2CCN(C(=O)c3ccco3)CC2)nnc1-c1ccc(NS(C)(=O)=O)cc1
 : -6, 100, -6, -2, 100, 102, -8, 101
> COc1ccc(C2CC(c3c(-c4ccccc4)c4cc(Cl)ccc4[nH]c3=O)=NN2S(C)(=O)=O)cc1 (stereo unspecified)
 : 5, 101, 13, 1, 86, 92, 3, 89
> COc1ccc2oc(=O)c(C(=O)OCC(=O)c3ccc([N+](=O)[O-])cc3)cc2c1
 : -18, 113, -6, 0, 96, 101, -7, 96
> O=C(NNS(=O)(=O)c1cccc(Cl)c1)c1cc(-c2ccc(F)cc2)nc2ccccc12
 : 6, 98, 11, 7, 107, 105, 7, 117
> CCCCNC(=O)CC1N=C2c3ccccc3N=C(SCC(=O)Nc3cccc(OC)c3)N2C1=O (stereo unspecified)
 : -4, 85, 0, 10, 94, 97, 7, 99
> O=C(Cn1c(=O)oc2cc(S(=O)(=O)N3CCCC3)ccc21)N1CCCC1
 : 7, 100, 9, -2, 101, 99, 14, 101
> O=S(=O)(c1ccc(-c2csc(=Nc3ccccc3)n2CCCN2CCOCC2)cc1)N1CCOCC1
 : 2, 122, -20, 1, 96, 93, -4, 87
> CC(OC(=O)CNC(=O)c1ccc2ccccc2c1)C(=O)N(C)C1CCCCC1 (stereo unspecified)
 : 0, 109, 1, 5, 101, 101, -6, 99
> COc1ccc(C(=O)N/C(=C\c2cccs2)C(=O)N2CCN(C)CC2)cc1OC
 : -10, 101, -7, 4, 99, 99, 2, 89
> Nc1nc(SCCO)[nH]c(=O)c1NC(=O)c1ccco1
 : 6, 105, -6, 0, 88, 95, 0, 88
> C/C(=N\NC(=O)c1cc(C)nc2ccccc12)c1ccncc1
 : 1, 106, -15, 3, 73[may fluoresce violet], ?, 7, ?
> N#Cc1c2c(c(Nc3ccc(O)cc3)n3c1nc1ccccc13)CCC2
 : -1, 95, 2, 5, 103, 110, -3, 98
> C=CCNC(=O)c1onc(CSc2ccc(C(C)C)cc2)c1C(=O)O
 : -5, 89, -1, 2, 93, 92, 1, 120
> CCSc1ccc2nnc(-c3cccc(F)c3)n2n1
 : -6, 91, -5, -5, 97, 98, -6, 110
> CC(=O)N1N=C(c2ccncc2)OC1(Cc1ccccc1)Cc1ccccc1
 : 11, 85, -3, -2, 101, 98, -5, 108
> CCN(CC(=O)Nc1ccccc1C(F)(F)F)C(=O)c1ccccc1SCC(=O)N1CCCC1
 : 3, 93, 1, -1, 87, 89, -5, 94
> OCC(O)CN(c1ccccc1)c1ccccc1 (stereo unspecified)
 : -5, 102, -4, 0, 94, 91, 2, 95
> COCCN(C(=O)CCC(=O)Nc1cccnc1)C(C(=O)NC1CCCCC1)c1ccccc1 (stereo unspecified)
 : 2, 92, -2, 1, 98, 111, 12, 98
> O=C(CSc1ncn[nH]1)Nc1ccc(Cl)c(S(=O)(=O)N2CCOCC2)c1
 : 1, 109, -1, 0, 106, 112, 4, 99
> COc1cccc(CN2CCC(n3nccc3NC(=O)C3CC3)CC2)c1
 : -3, 95, 0, 1, 102, 104, 1, 100
> CC1CN(S(=O)(=O)c2ccc(NC(=O)CCN3C(=O)c4ccccc4C3=O)cc2)CC(C)O1 (stereo unspecified)
 : 7, 78, 23, 2, 110, 105, 3, 110

Next section.
Values run as follows: proCasp7 act, Yeast superoxide, JMJD2C inh, AHR activator, RPL19A TOR yeast, MEP2 TOR yeast, procasp3 activ, LAP4 TOR yeast
> COc1ccc(N2CCN(C(=O)CN(C)S(=O)(=O)c3cccs3)CC2)cc1
 : -3, 101, -6, 4, 96, 125, 3, 114
> Cc1ccc(C(=O)/C=C/NCc2ccc(F)cc2)cc1
 : -2, 84, 4, 3, 102, 87, 5, 85
> CCOc1ccc(NC(=O)C(=O)NCCN2CCN(C(=O)c3ccc(C)cc3)CC2)cc1
 : 8, 100, -1, 3, 99, 110, 6, 87
> O=[N+]([O-])c1nn(-c2ccc3c(c2)OCCO3)n(O)c1=NCCCO
 : -6, 95, 5, 11, 107, 108, 4, 106
> Cc1ccc(CNC(=O)C(CCC(N)=O)NC(=O)OCc2ccccc2)cc1 (stereo unspecified)
 : -4, 120, -13, 1, 104, 103, 8, 89
